p53ts 32C kill: qHTS Screen for Compounds that Selectively Target Cancer Cells with p53 Mutations: Cytotoxicity of p53ts Cells at the Permissive Temperature; H1299-p53A138V at 32C, ATP luminescence viability, 24 h; Potency, µM (titrated, usually from 46.1 µM), inactives show at the highest dose activity change, negative = cytotoxicity, actives largely listed as cytotoxic; 0.93% of 130,000 active; AID 924, 2007;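 note: 0% = DMSO and -100% = full killing by reference compound; nearly all actives have a fitted effect of over 55% in size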
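Viability by ATPlite luminescence after 24 h compound treatment (up to 46 uM) at the permissive 32C. Cells are H1299 carrying p53 A138V. Scale runs from DMSO basal to 100 uM tamoxifen as full kill; AC50 from Hill fits.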
p53ts 39C kill: qHTS Screen for Compounds that Selectively Target Cancer Cells with p53 Mutations: Cytotoxicity of p53ts Cells at the Nonpermissive Temperature; Potency, µM (highest dose often 46.1 µM), without a hit: at the highest dose activity change, negative = cell killing, usual class: cytotoxic; 1.5% of 130,000 active; H1299-p53A138V viability at 39C, ATP luminescence, 24 h; AID 902, 2007; note: nearly all actives have a fitted effect of over 55% in size
IkB sig inh: IkB Signaling; ABC-DLBCL IkBa-CBG/CBR dual luciferase ratio, 4 h; response scale: scaled: untreated 0%, proteasome inhibitor 100%; Potency, µM (series often up to 57.1 µM), for inactives: top-dose IkBa stabilization activation; 0.04% of 110,000 active; active = well fitted curve in the direction sought with a large enough effect in the signal ratio, not every such curve was filed as active; inconclusive = small, poorly fitted or top-dose-only effect, or a change in a side signal; the % refers to the signal ratio;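 note: the direction sought is a rising ratio; 0% = basal untreated cells and 100% = reference inhibitor full response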
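Curves were fitted separately to fusion (green), unfused (red) and ratio luminescence, then classed by r2, magnitude and activity. Cells: OCI-Ly3, 4 h compound plus doxycycline at 37C; 10 uM MG-132 defined full response.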
Peg3 imprint: qHTS Assay for Compounds that Induce Erasure of Genomic Imprints | mouse ES Peg3-LacZ reporter, beta-gal luminescence, 40 h | Potency, µM (series often up to 60.7 µM), for inactives: at the top dose activity change, positive = activation, hits mostly activators | 0.02% of 110,000 active;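 note: 0% = negative control wells on the plate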
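Each well holds 300 Peg3LacZ-Neo (maternal) female ES cells incubated 40 h at 37C, 5% CO2. LacZ is measured by BetaGlo luminescence, with AC50 and maximum efficacy derived from dose-response curves.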
* hit, by the source's call; ? = inconclusive; · = not tested or not shown; [ ] = dose if it differs, or a comment. Unless noted, calls come from the whole dose curve; as a rule, active = well fitted curve in the direction sought with a large enough effect; inconclusive = small, poorly fitted or top-dose-only effect, or another doubt; inactive = no such curve, though single readings can be large; an effect the other way counts as inactive or inconclusive. Unless noted, % is set by controls: 0 for no effect and ±100 for the full control effect; potency is the fitted concentration of half-maximal effect.

[1] N#Cc1ccc(CSc2nnc(-c3ccccn3)n2-c2ccc(Cl)cc2)cc1
[2] CCOc1ccccc1NC(=O)C1CCN(S(=O)(=O)c2c(C)nn(C)c2C)CC1
[3] CCC(=O)c1cn(CC(=O)NCC2CCCO2)c2ccccc12 (stereo unspecified)
[4] COC(=O)c1ccc(C(=O)OC)nc1
[5] COc1ccc(N(CC(=O)Nc2cccc(N(C)S(C)(=O)=O)c2)S(C)(=O)=O)cc1OC
[6] CCC[C@@H]1C[C@@]1(CCC)C(NP(=O)(c1ccccc1)c1ccccc1)c1ccc(Cl)cc1 (stereo partly specified)
[7] O=C(Cn1cnc2ccccc21)OCC(=O)N1CCCc2ccccc21
[8] COc1cccc(N2CC(NC(=O)CCCc3ccccc3)CC2=O)c1 (stereo unspecified)
[9] O=c1[nH]cnc2c1ncn2C1CC(O)C(CO)O1 (stereo unspecified)
[10] Cc1cccc(-c2noc(CN(C(=O)COc3ccc(Br)cc3C)C(C)C)n2)c1
Compound	1	2	3	4	5	6	7	8	9	10
p53ts 32C kill	2%	-4%	-8%	-10%	-2%	?	0%	-1%	19%	8%
p53ts 39C kill	1%	1%	8%	-3%	-5%	?	3%	-11%	21%	-24%
IkB sig inh	1.7%	0.1%	-1.1%	0.6%	2.0%	·	0.8%	-1.3%	·	-0.6%
Peg3 imprint	-14%	1%	·	18%	15%	-25%	0%	-8%[10.9 µM]	-6%	-3%[10.9 µM]

[11] COC(=O)c1ccccc1NC(=O)COc1ccc(S(=O)(=O)N2CCCC2)cc1C
[12] Cn1nc(SCC(=O)O)sc1=S
[13] COc1cccc(Nc2ncccc2C(=O)NCc2ccccc2)c1
[14] Oc1cccc(Nc2nc(-c3ccccc3)nc3ccccc23)c1
[15] O=C(O)c1ccc(Cl)c(Cl)c1
[16] CCNC(=O)c1ccc2c(c1)nc1n2CCCCC1
[17] CN1C(=O)CS(=O)c2ccc(C(=O)NC3CC3)cc21 (stereo unspecified)
[18] CCCOc1cccc(C2c3c(oc4ccccc4c3=O)C(=O)N2c2nncs2)c1 (stereo unspecified)
[19] CC(=O)N1CCCc2cc(S(=O)(=O)N3CCC(C(=O)NCc4ccc(C)cc4)CC3)ccc21
[20] O=C(NCCc1csc(-c2cccnc2)n1)c1cccc(Cl)c1
Compound	11	12	13	14	15	16	17	18	19	20
p53ts 32C kill	-4%	-1%	12%	6%	-4%[1.84 µM]	?	2%	2%	0%	0%
p53ts 39C kill	-10%	5%	-4%	?	4%	?	-2%	?	-9%	-18%
IkB sig inh	1.2%	0.5%	-0.3%	?	3.1%	0.3%	-1.4%	?	-1.0%	?
Peg3 imprint	-4%	-6%	-13%	-9%[10.9 µM]	-10%	-16%[10.9 µM]	9%	9%[10.9 µM]	26%[10.9 µM]	-13%[10.9 µM]

Two of the compounds above, as labelled records.
19: CC(=O)N1CCCc2cc(S(=O)(=O)N3CCC(C(=O)NCc4ccc(C)cc4)CC3)ccc21
- p53ts 32C kill: 0%
- p53ts 39C kill: -9%
- IkB sig inh: -1.0%
- Peg3 imprint: 26%[10.9 µM]

16: CCNC(=O)c1ccc2c(c1)nc1n2CCCCC1
- p53ts 32C kill: ?
- p53ts 39C kill: ?
- IkB sig inh: 0.3%
- Peg3 imprint: -16%[10.9 µM]

The list goes on:
[21] CC(=O)N1CCCC1c1nc2ccccc2n1Cc1cc(C)ccc1C (stereo unspecified)
[22] COc1ccc(N2C(=O)C3CCCN3C2c2cccc(OC)c2OC)cc1 (stereo unspecified)
[23] Cc1ccc(-n2ncc3c(=O)n(Cc4cccnc4)cnc32)cc1
[24] COc1ccc(-n2c(=O)c(-c3ccccc3)nc3cncnc32)cc1
[25] COc1ccccc1Oc1nc2c(c(=O)n(C)c(=O)n2C)n1Cc1cccc(Br)c1
[26] Cc1cc(C)cc(OCc2ccc(C(=O)Nc3ccccc3F)o2)c1
[27] COc1cc(Nc2nc3c(S(=O)(=O)c4ccccc4)nnn3c3ccc(Cl)cc23)cc(OC)c1
[28] COc1ccc(C2NC(=O)NC(O)(C(F)(F)F)C2C(=O)c2ccc(C)cc2)cc1 (stereo unspecified)
[29] Cc1ccc(Cl)cc1N1CCN(C(=O)c2ccc3c(c2)N(Cc2ccc(F)cc2)CCS3)CC1
[30] COc1cccc(-n2c(COc3ccc(C)cc3)nnc2SCC(N)=O)c1
Compound	21	22	23	24	25	26	27	28	29	30
p53ts 32C kill	-4%	5%	-8%	7%	13%	3%	11%	-1%	11%	-6%
p53ts 39C kill	9%	9%	-3%	2%	-10%	-11%	-3%	2%	14%	-2%
IkB sig inh	0.7%	-0.2%	0.4%	7.5%[11.4 µM]	?	?	0.7%	-0.3%	1.4%	0.6%
Peg3 imprint	-16%[10.9 µM]	4%	-13%	-3%	-13%[10.9 µM]	-12%[10.9 µM]	-12%[10.9 µM]	6%	-14%[10.9 µM]	4%

[31] CCC(CC)c1nnc(NC(=O)c2c(-c3ccccc3)noc2C)s1
[32] O=C(COC(=O)CCC(=O)c1ccc(F)cc1)Nc1ccc(N2CCOCC2)cc1
[33] COc1ccc(-c2nnc(-c3cc4ccccc4oc3=O)o2)cc1
[34] COc1cc(C(=O)Nc2nc3c(s2)Cc2c(Br)ccc(OC)c2-3)cc(OC)c1OC
[35] CC(C)c1nn2c(=O)cc(COC(=O)CNC(=O)c3ccccc3Cl)nc2s1
[36] O=C(O)CCCCCNc1nc(=S)[nH]c2ccccc12
[37] Cc1cc2c(=O)n(CC(=O)N3CCN(c4ccccc4)CC3)cnc2s1
[38] CCCN1[C@H](C(=O)OC)C[C@@]2(O)[C@@H](O)[C@@H](O)[C@@H](O)C[C@@H]12
[39] COc1ccccc1CNC(=O)Cn1nc(C)n2cccc2c1=O
[40] CCn1cc(C(=O)NC2CC3CCC2C3)c(=O)c2ccc(C)nc21 (stereo unspecified)
Compound	31	32	33	34	35	36	37	38	39	40
p53ts 32C kill	17%	2%	9%	-26%	1%	-3%	-10%	-9%	-5%	-1%
p53ts 39C kill	7%	-5%	16%	?	-2%	4%	-19%	2%	12%	4%
IkB sig inh	1.1%	0.8%	·	?	-2.3%	?	-1.2%	·	?	0.9%
Peg3 imprint	-8%	14%	·	-12%[10.9 µM]	-5%[10.9 µM]	-3%	-3%	-2%	-13%[10.9 µM]	·

[41] COc1cccc(NC(=O)C2CCN(S(=O)(=O)c3c(C)noc3/C=C/c3cccs3)CC2)c1
[42] CC(NC(=O)c1cc2ccccc2o1)c1cccs1 (stereo unspecified)
[43] Cc1ccccc1-n1nc(C)c2cc(C(=O)N3CCN(S(=O)(=O)c4ccc(F)cc4)CC3)sc21
[44] CCOc1ccc(CN(C(=O)c2nc(SC)ncc2Cl)C2CCS(=O)(=O)C2)cc1 (stereo unspecified)
[45] CCOC(=O)N1CCC(N2CC34C=CC(O3)C(C(=O)Nc3ccc(C)cc3)C4C2=O)CC1 (stereo unspecified)
[46] COc1ccccc1NC(=O)c1cccs1
[47] COCC(=O)N1CCC[C@@]2(CCN(c3ccccn3)C2)C1
[48] Cc1ccc(NC(=O)CCCn2c(=O)c3cccn3c3cccnc32)c(C)c1
[49] COc1ccc(-n2c(N)c(C(=O)NCC3CCCO3)c3nc4ccccc4nc32)c(OC)c1 (stereo unspecified)
[50] CCOc1ccc(Nc2nc3c(S(=O)(=O)c4ccc(CC)cc4)nnn3c3ccc(Cl)cc23)cc1
Compound	41	42	43	44	45	46	47	48	49	50
p53ts 32C kill	5%	-3%	10%	11%	-5%	-1%	-12%	9%	-10%	6%
p53ts 39C kill	10%	-6%	22%	-1%	4%	-12%	-13%	-7%	-12%	-5%
IkB sig inh	1.0%	?	-1.5%	-1.4%	0.9%	·	0.3%[11.4 µM]	-2.4%	-2.2%	-0.4%
Peg3 imprint	-7%[10.9 µM]	-37%[inhibitor]	-15%	-9%[10.9 µM]	-2%	·	·	-6%[10.9 µM]	-4%	?

[51] Cc1ccnc(-n2c(CCN3C(=O)c4ccccc4C3=O)nc3ccccc3c2=O)c1
[52] CC(C)(C)C(=O)Cn1c(=O)n(CCCCCC(=O)NCc2ccc3c(c2)OCO3)c(=O)c2sccc21
[53] CO[C@H]1COC(=O)[C@@H](C)NC(=O)C/C=C\[C@@H](C)[C@H](OC)COC(=O)C/C=C\[C@@H]1C
[54] CC(C)(C)C(=O)NCCN1CCN(C(=O)C(C)(C)C)CC1
[55] CC(C)n1c(NCc2cc(Cl)ccc2O)nc2ccccc21
[56] O=C(CS(=O)(=O)c1cccc2nsnc12)Nc1ccccc1
[57] Cc1cc(OCC(=O)Nc2ccc3c(c2)OCCO3)ccc1Cl
[58] Cc1ccc(-n2c(SCC(=O)N3CCOCC3)nnc2-c2ccncc2)cc1
[59] COC(=O)C1C(=O)C2=C(CC1C)NC(C)=C(C(=O)OCCOc1ccccc1)C2c1ccc(C)o1 (stereo unspecified)
[60] NC(=O)COc1ccc(=O)n(-c2ccccc2)n1
Compound	51	52	53	54	55	56	57	58	59	60
p53ts 32C kill	3%	12%	7%[9.22 µM]	0%	-1%	3%	-17%	7%	31%[activator]	-9%
p53ts 39C kill	4%	12%	11%[9.22 µM]	4%	28%	-34%	-22%	8%	10%	0%
IkB sig inh	-1.1%	-3.2%	·	·	?	-1.2%	?	2.2%	?	-1.4%
Peg3 imprint	1%	-7%[10.9 µM]	·	·	-14%	-8%[10.9 µM]	-9%	-6%	-29%	-13%

[61] COC(=O)C1=C(CN2CCSCC2)NC(=O)NC1c1cc(C)ccc1C (stereo unspecified)
[62] CCc1ccc(C2CC(=O)c3c([nH]c(C(=O)OC4CCCC4)c3C)C2)cc1 (stereo unspecified)
[63] Cc1cc(C(F)(F)F)c2c(=O)[nH]c(=O)n(Cc3ccccc3)c2n1
[64] CCOC(=O)Nc1nnc(-c2ccc(OC)c(OC)c2)s1
[65] Cc1onc(-c2ccccc2)c1C(=O)Nc1nnc(COc2ccc(Cl)cc2)s1
[66] O=C(c1cc(-c2cccs2)on1)N1CCOCC1
[67] O=C(O)C(Cc1ccccc1)n1cccc1 (stereo unspecified)
[68] O=S(=O)(NCc1ccccc1Cl)c1cnc[nH]1
[69] Cc1cc2ccccc2n1CCNC(=O)C1CC1
[70] O=C(c1cccc(F)c1)N1CCC2(CC1)CCN(c1ccncc1)CC2
Compound	61	62	63	64	65	66	67	68	69	70
p53ts 32C kill	3%	7%	7%	9%	-1%	-23%	-21%	-1%	-9%	5%
p53ts 39C kill	8%	1%	-9%	7%	4%	-25%	-11%	-3%	4%	-22%
IkB sig inh	0.4%	0.0%	0.2%	2.3%	?	2.3%	1.8%	-0.8%	1.2%	-0.8%[11.4 µM]
Peg3 imprint	-13%	21%[10.9 µM]	-10%	3%	1%	-61%[inhibitor]	-13%	2%	-18%	·

Record cards (already shown). Screens in order: p53ts 32C kill, p53ts 39C kill, IkB sig inh, Peg3 imprint
Cc1onc(-c2ccccc2)c1C(=O)Nc1nnc(COc2ccc(Cl)cc2)s1 is entered as -1%, 4%, ?, 1%
O=C(c1cccc(F)c1)N1CCC2(CC1)CCN(c1ccncc1)CC2 is entered as 5%, -22%, -0.8%[11.4 µM], ·

Other structures:
[71] Nc1ccc(S(=O)(=O)NCCS(=O)(=O)O)cc1
[72] CCOc1ccc(CNC(=O)C2Cc3ccccc3N2C(=O)CC)cc1 (stereo unspecified)
[73] O=C(C(NS(=O)(=O)c1cccs1)c1ccccc1)N1CCN(c2ccccc2)CC1 (stereo unspecified)
[74] COc1ccc(S(=O)(=O)Cc2ccc(C(=O)NCc3cccs3)o2)cc1
[75] CCNS(=O)(=O)c1ccc(NC(=O)Nc2cccc(C(F)(F)F)c2)cc1
Compound	71	72	73	74	75
p53ts 32C kill	5%[9.22 µM]	3%	-14%	3%	46%[activator]
p53ts 39C kill	3%[9.22 µM]	-4%	-13%	0%	17%
IkB sig inh	2.7%[11.4 µM]	-4.2%	2.7%	-0.2%	?
Peg3 imprint	-5%[10.9 µM]	-5%[10.9 µM]	-12%	-14%	-29%
